GalR3 antag – human GalR3 antagonism | O60755 | HEK293 GalR3-CNG cAMP membrane potential fluorescence; galR3 body fused to GalR1 C-terminus | inhibition, % at 3 µM | 360,000 compounds, 0.44% hits | AID 651719;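 active means inhibition above the screen-wide average plus 3 SD, cut at about 13% in these data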;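 further: forskolin and galanin both at EC90 stimulate the cells; cAMP rise reported by CNG channel membrane potential dye signal; 0% = forskolin plus galanin with DMSO and 100% = forskolin alone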
MEKK2wt PB1 HTS – raises or lowers MEK5 binding to wildtype human MEKK2 PB1 domain. Q9Y2U5. binding response (% of control), % at 10 µM. bead flow cytometry, Alexa488-MEK5 binding to MEKK2 WT; actives lie on both sides. 290,000 compounds, 1.1% hits. AID 1531; in the data active means binding response below about 67% or above about 130%
MEKK2mut PB1 HTS – signal of MEK5 binding to mutant human MEKK2 PB1 domain. bead flow cytometry, Alexa488-MEK5 binding to MEKK2 mutant. percent response, % at 10 µM. 290,000 compounds, 0.35% hits. AID 1530; in the data active means percent response above about 24%, passing the limit was not always enough; further: inactives centre near 1; some results filed as inactive read as strong as hits; reference of the scale not given here
MEKK3 PB1 HTS – MEKK3-MEK5 PB1 interaction, increase or decrease; bead-based flow cytometry, Alexa488-MEK5 binding to MEKK3; actives lie on both sides; 0 = blocked by unlabeled MEK5, 100 = vehicle; binding response (% of control), % at 10 µM; 290,000 compounds, 1.4% hits; AID 1529;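 active means binding response more than 3 SD above or below the average of its plate-row segment, actives on both sides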;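 further: Alexa488 bead fluorescence after subtracting the streptavidin-only scavenger bead signal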
GPR7 antag – blocks human GPR7 receptor signaling | inhibition, % at 4.4 µM | P48145 | GPR7-expressing cells, fluorescence antagonist assay | 290,000 compounds, 1.1% hits | AID 1861; in the data active means inhibition above about 16%, passing the limit was not always enough;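 further: cells stimulated with the agonist NPW; 0% = agonist with vehicle and 100% = vehicle without agonist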
Target sequence (P48145 whole entry, looked up): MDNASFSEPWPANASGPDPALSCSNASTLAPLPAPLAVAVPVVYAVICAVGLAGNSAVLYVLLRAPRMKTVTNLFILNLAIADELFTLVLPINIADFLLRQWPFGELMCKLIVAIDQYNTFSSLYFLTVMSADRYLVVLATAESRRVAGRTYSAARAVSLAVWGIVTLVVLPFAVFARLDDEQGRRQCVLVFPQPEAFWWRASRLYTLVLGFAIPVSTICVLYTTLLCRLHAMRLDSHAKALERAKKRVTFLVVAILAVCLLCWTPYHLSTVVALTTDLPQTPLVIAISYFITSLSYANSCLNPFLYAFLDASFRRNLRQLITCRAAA
PHOSPHO1 block – inhibitors of human PHOSPHO1 phosphatase; Q8TCT1; recombinant PHOSPHO1, absorbance phosphatase assay; inhibition, % at 13.3 µM; 290,000 compounds, 1.1% hits; AID 1565; in the data active means inhibition above about 60%
Target sequence (Q8TCT1 whole entry, looked up): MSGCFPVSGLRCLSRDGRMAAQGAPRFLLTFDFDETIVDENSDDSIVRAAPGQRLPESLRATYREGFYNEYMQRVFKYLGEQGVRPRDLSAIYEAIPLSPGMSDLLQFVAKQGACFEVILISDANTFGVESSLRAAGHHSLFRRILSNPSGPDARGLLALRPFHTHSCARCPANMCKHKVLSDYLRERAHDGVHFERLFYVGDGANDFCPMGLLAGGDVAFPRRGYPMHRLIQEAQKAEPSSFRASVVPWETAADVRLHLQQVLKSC
OXTR agonist – agonists of human oxytocin receptor. P30559. CHO-OTR cells, Fluo-8 calcium fluorescence; normalized: DMSO 0%, oxytocin 100%. activation, % at 3 µM. 320,000 compounds, 0.32% hits;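 active means activation above the mean of all tested compounds plus 3 SD, cutoff set per screening run, cut at about 20% in these data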;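 further: peak over basal fluorescence ratio from a 100 s FLIPR kinetic read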
V1aR counter – V1a receptor agonism, counter-screen for OXTR agonists. P37288. CHO-V1R cells, Fluo-8 calcium fluorescence, agonist mode; 0% DMSO, 100% 3 nM vasopressin. activation, % at 3 µM. 320,000 compounds, 0.25% hits;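 active means activation above the mean activation of all tested compounds plus 3 SD, per screening run, cut at about 20% in these data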;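 further: signal is peak over basal fluorescence ratio across a 100 second FLIPR read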
Target sequence (P37288 whole entry, looked up): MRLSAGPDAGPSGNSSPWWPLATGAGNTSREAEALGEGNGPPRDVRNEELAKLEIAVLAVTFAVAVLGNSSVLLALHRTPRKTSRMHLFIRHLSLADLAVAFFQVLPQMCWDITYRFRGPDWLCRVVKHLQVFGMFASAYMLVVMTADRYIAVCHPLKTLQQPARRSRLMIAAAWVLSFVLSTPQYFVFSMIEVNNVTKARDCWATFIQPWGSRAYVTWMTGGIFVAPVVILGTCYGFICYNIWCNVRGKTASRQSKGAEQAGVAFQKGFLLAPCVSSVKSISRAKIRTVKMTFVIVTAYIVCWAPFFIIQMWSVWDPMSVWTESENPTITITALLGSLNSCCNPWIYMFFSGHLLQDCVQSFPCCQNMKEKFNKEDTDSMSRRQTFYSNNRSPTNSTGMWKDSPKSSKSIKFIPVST
NALP1 yeast inh – inhibitors of NALP1 inflammasome in yeast. inhibition, % at 10 µM. 280,000 compounds, 0.61% hits. S. cerevisiae NALP1/ASC/caspase-1 growth, X-gal OD620, 72 h; in the data active means inhibition mostly above about 24%, no sharp cut-off; inactive means mostly below about 32%; further: some compounds called inactive have numbers as strong as hits
Active calls of the source: *; / = no result given; [ ] = dose if it differs, or a comment. The order is random. About 5.4% of those tested had a hit in this group.

SMILES	GalR3 antag	MEKK2wt PB1 HTS	MEKK2mut PB1 HTS	MEKK3 PB1 HTS	GPR7 antag	PHOSPHO1 block	OXTR agonist	V1aR counter	NALP1 yeast inh
CC(=O)C1=C(O)C(=O)N(Cc2ccco2)C1c1ccc2c(c1)OCO2 (configuration not stated)	-0.8	116.0	13.0	110.0	-6.1	-6.9	0.5	-0.5	32.4
CCNc1c(NC(=O)c2cccs2)c(=O)oc2ccccc12	-5.6	95.0	-9.0	98.0	-5.1	-9.9	0.3	0.6	7.4
O=c1[nH]ncc2c3ccccc3n(Cc3ccc(F)cc3)c12	-4.1	94.0	-1.0	97.0	-7.2	6.2	-2.5	0.3	-12.5
O=C(N/N=C/c1ccccn1)c1cc(-c2ccccc2)nc2ccccc12	1.1	102.0	3.0	104.0	-9.3	12.3	-1.3	-1.1	/
COc1c2ccccc2c(OC)c2ccccc12	-2.8	94.0	-8.0	97.0	-1.3	0.6	-2.2	-0.1	38.6
COc1ccc(/C=N/NC(=O)CNC(=O)COc2ccccc2)cc1	-0.3	4.0*	-60.0	83.0	-2.4	6.0	-2.2	-0.4	19.3
COc1cc(C2SCC(=O)N2CCN2CCCCC2)ccc1O (configuration not stated)	0.0	97.0	-1.0	99.0	-20.7	29.2	1.7	2.3	-0.4
O=C(CN1C(=O)C2CC=CCC2C1=O)Nc1nc2ccc(F)cc2s1 (configuration not stated)	-6.2	96.0	1.0	104.0	3.7	11.9	3.9	1.4	-1.1
O=C(NCCCNC(=O)c1ccccc1Br)c1ccccc1Br	-12.1	95.0	-4.0	90.0	-5.7	30.2	-0.3	1.7	14.5
COC(=O)Cn1cnc2ccccc2c1=O	2.3	104.0	10.0	107.0	-4.8	-7.1	-0.2	0.1	-8.0
CCn1nc(C)c(NC(=O)/C=C/c2cnn(C)c2)c1C	-7.3	104.0	5.0	104.0	1.3	1.4	1.3	1.1	-9.7
O=C(NCCN1CCCCC1)c1cc(COc2c(F)cccc2F)on1	-9.4	102.0	-7.0	100.0	6.7	29.0	9.0	3.8	22.5
COc1c(C)cc(Br)cc1C(=O)Nc1ccccc1N1CCN(C(=O)c2ccccc2)CC1	7.3	93.0	-4.0	101.0	-6.2	-5.2	-0.5	-0.1	-28.7
COc1cc(/C=N/NC(=O)c2c(C)nc3ccc(Cl)cn23)cc(OC)c1OC	-3.2	101.0	6.0	98.0	5.2	23.9	/	/	-6.8
COC(=O)c1ccccc1NC(=O)Cn1c(=O)oc2ccc(Cl)cc21	-5.8	100.0	0.0	104.0	6.6	-2.7	0.6	-0.7	3.0
CC(C)N(C)NC(=S)Nc1ccccc1	-1.4	96.0	-2.0	100.0	-5.6	-12.0	-0.4	0.1	23.2
Cn1c(=O)c2c(nc(CN3CCOCC3)n2CCc2ccccc2)n(C)c1=O	-0.5	107.0	1.0	103.0	9.4	6.6	1.1	1.3	10.9
COC(=O)c1ccccc1NC(=O)C(=O)NCc1ccncc1	-1.0	99.0	-1.0	98.0	-3.3	66.2*	-0.4	1.9	-8.7
CC(Oc1ccc(-c2ccccc2)cc1)C(=O)N/N=C/c1cccnc1 (configuration not stated)	-11.0	94.0	-3.0	97.0	8.8	27.9	4.1	7.0	6.7
CC(C)NC(=O)C1=NN(c2ccccc2)C(=O)CC1	-9.8	105.0	2.0	105.0	0.9	46.3	0.8	0.3	-13.7
COc1ccccc1NC(=O)NCc1ccccc1F	-2.8	92.0	-2.0	94.0	10.3	48.2	-0.8	0.1	1.6
Cc1ccccc1C(=O)N/N=C1/SCC(=O)N1Cc1ccc2c(c1)OCO2	-2.7	99.0	3.0	105.0	-3.2	-21.1	0.7	0.9	23.3
COc1cc2c(cc1OC)C(COc1ccccc1OC)N(C(=O)C(C)C)CC2 (configuration not stated)	8.5	105.0	3.0	104.0	-5.2	-2.0	-0.9	-0.4	-5.3
Cc1ccc(-n2ncc3c2CC(C)(C)CC3NC(=O)CCc2cnn(C)c2)cc1 (configuration not stated)	0.7	106.0	6.0	99.0	-10.6	37.6	-0.7	0.8	0.6
O=C(CSc1nnc(-c2ccccc2Br)o1)Nc1cccc2ccccc12	-3.2	97.0	-1.0	99.0	-0.1	10.4	0.1	0.0	22.4
CN(C)CCCn1c(SCC(=O)Nc2sc3c(c2C#N)CCCC3)nnc1-c1ccncc1	-1.5	116.0	16.0	113.0	0.8	30.5	4.7	0.8	-0.6
Cn1c(SCC(=O)Nc2cccc(F)c2)nnc1-c1cccnc1	0.1	99.0	1.0	97.0	7.9	-3.4	0.2	-0.3	12.1
CCOCC(=O)N1CCN(c2ccc([N+](=O)[O-])cc2)CC1	-6.2	119.0	6.0	101.0	10.0	-1.8	1.9	1.9	15.5
COc1ccc(C(=O)Nc2ccc(Cc3ccncc3)cc2)cc1Br	0.6	104.0	2.0	104.0	-17.7	41.1	-0.6	0.7	1.4
CCSc1nc2sc3c(c2c2nnc(SCC(=O)NCc4ccco4)n12)CCCC3	/	99.0	-4.0	97.0	-8.9	/	-2.9	-1.1	/

PHOSPHO1 block: what is marked active above
SMILES | GalR3 antag | MEKK2wt PB1 HTS | MEKK2mut PB1 HTS | MEKK3 PB1 HTS | GPR7 antag | PHOSPHO1 block | NALP1 yeast inh
COC(=O)c1ccccc1NC(=O)C(=O)NCc1ccncc1 | -1.0 | 99.0 | -1.0 | 98.0 | -3.3 | 66.2* | -8.7

Going on with the list:
SMILES	GalR3 antag	MEKK2wt PB1 HTS	MEKK2mut PB1 HTS	MEKK3 PB1 HTS	GPR7 antag	PHOSPHO1 block	OXTR agonist	V1aR counter	NALP1 yeast inh
CC(C)(C)c1ccc(/C=C/C(=O)N2CCN(c3ncccn3)CC2)cc1	-7.3	102.0	0.0	110.0	-10.6	-9.8	-1.0	0.1	32.6
CCN(CC)C(=O)C[n+]1ccc(C(N)=O)cc1	-4.2	95.0	-9.0	101.0	0.1	8.6	-0.4	0.7	16.0
O=C(COc1ccccc1)N1CCN(C(=O)c2ccco2)CC1	-2.4	101.0	5.0	104.0	2.0	6.4	1.1	-0.3	-15.7
COc1ccc(N=C2S/C(=C\c3ccc(OCC(=O)O)cc3)C(=O)N2CCc2c[nH]c3ccccc23)cc1	-3.1	65.0	-16.0	79.0	0.3	-103.7	/	/	-5.3
Cc1cccc(NC(=O)N2CCCC2C(=O)NCc2cccs2)c1 (configuration not stated)	-0.2	101.0	1.0	103.0	-4.8	7.8	-1.5	-0.4	-12.9
O=C(NC(=S)NCc1cccnc1)c1ccccc1F	-0.9	91.0	-1.0	97.0	-12.4	17.4	-0.9	0.6	2.1
C/C=C(\C)C(=O)Nc1cccc(C2=NOC3(C2)C[C@H](C(N)=O)N(C(=O)CC#N)C3)c1 (some centres not stated)	6.3	96.0	5.0	97.0	/	8.9	0.2	0.1	/
CCOC(=O)NC(c1ccccc1)C1CCCCC1=O (configuration not stated)	-0.7	106.0	9.0	101.0	-4.5	3.5	-0.1	0.7	14.6
O=c1ccn(-c2cccc(C(F)(F)F)c2)nc1-c1ccn(-c2cccc(Cl)c2)n1	-1.3	103.0	3.0	102.0	-10.0	-10.9	-1.9	-0.5	-16.6
COc1ccc(-c2cc(N)n(S(=O)(=O)c3ccc(F)cc3)n2)cc1OC	4.0	109.0	6.0	104.0	23.7	-15.2	6.9	8.0	11.8
Cn1c(=O)n(C)c2cc(NS(C)(=O)=O)ccc21	0.8	105.0	0.0	109.0	-4.7	-8.1	-0.1	0.7	1.9
O=C(CSc1nc2ccccc2o1)N/N=C/c1ccc(C(=O)O)cc1	-2.2	99.0	5.0	103.0	-10.7	32.2	0.7	-0.4	/
O=C(c1ccoc1)N1CCC2(CC1)Oc1ccc(Cl)cc1C(=O)C21CC(c2ccccc2)=NO1 (configuration not stated)	-6.3	53.0	2.0	45.0*[inhibitor]	/	30.9	0.8	0.6	0.2
CC(C)C(NC(=O)CNC(=O)OC(C)(C)C)C(=O)NCc1ccc(Cl)cc1 (configuration not stated)	-2.2	48.0*[inhibitor]	-18.0	88.0	-9.1	19.2	-0.3	1.6	-37.8
Nc1cc(=O)[nH]c(SCC(=O)Nc2ccccc2Sc2ccccc2)n1	-2.9	110.0	1.0	117.0	-2.7	37.3	-1.0	0.9	5.9

Only MEKK3 PB1 HTS and GPR7 antag, for some of the entries so far:
Compound,MEKK3 PB1 HTS,GPR7 antag
COc1cc2c(cc1OC)C(COc1ccccc1OC)N(C(=O)C(C)C)CC2 (configuration not stated),104.0,-5.2
Cc1ccc(-n2ncc3c2CC(C)(C)CC3NC(=O)CCc2cnn(C)c2)cc1 (configuration not stated),99.0,-10.6

Going on with the list.
SMILES	GalR3 antag	MEKK2wt PB1 HTS	MEKK2mut PB1 HTS	MEKK3 PB1 HTS	GPR7 antag	PHOSPHO1 block	OXTR agonist	V1aR counter	NALP1 yeast inh
CCOC(=O)CSC1=NN2CCS(=O)(=O)N=C2S1	-1.3	102.0	-3.0	107.0	-7.9	-7.7	0.9	2.7	-10.0
Cc1cc(C)c(C#N)c(SCc2[nH]nc3c2C(c2ccccc2)C(C#N)=C(N)O3)n1 (configuration not stated)	34.7*	100.0	2.0	101.0	4.5	11.7	-0.5	-0.5	/
COc1ccccc1NC1=NC2(CCCC2)N=C(N)N1	1.0	108.0	9.0	102.0	-2.5	-10.2	0.2	0.2	23.0
CCc1cccc(N=c2c([N+](=O)[O-])nn(-c3ccc4c(c3)OCCO4)n2O)c1	0.1	92.0	-3.0	93.0	2.8	35.8	-0.2	0.6	-6.1
Cc1ccc(Cl)cc1NC(=O)CCNC(=O)N1CC(=O)Nc2ccccc21	-9.0	97.0	-8.0	98.0	7.5	-21.6	1.1	-0.1	31.7
CCOc1ccc(Cl)cc1CNCCNCC(C)O (configuration not stated)	-1.2	105.0	6.0	101.0	-3.6	-4.0	0.6	0.5	8.7
CCCC(C)C(=O)N(Cc1ccccc1)c1ccccn1 (configuration not stated)	-9.4	100.0	0.0	100.0	-8.2	11.5	-1.1	-1.5	-0.6
CC(C)CN(C(=O)COC(=O)c1cc2c(s1)CCC2)C1CCS(=O)(=O)C1 (configuration not stated)	2.3	95.0	-6.0	99.0	1.8	3.4	-1.3	2.5	7.7
CC(C)C(=O)NC(c1ccc(N(C)C)cc1)c1c(O)ccc2ccccc12 (configuration not stated)	-3.9	97.0	4.0	108.0	-16.9	27.3	1.0	1.3	/
Cc1ccc(NC(=O)CN(C)CC(=O)Nc2ccccc2C(=O)Nc2ccccc2)cc1	-3.5	98.0	-2.0	100.0	-7.6	21.0	0.4	1.4	-8.4
Cc1ccccc1-c1nsc(SCC(=O)c2ccc(Cl)cc2)n1	-4.1	108.0	23.0	103.0	-4.3	-11.7	-0.9	0.8	25.9
CCN(CC(=O)NCc1ccc(F)cc1)C(=O)c1cccnc1SC	-3.8	105.0	1.0	103.0	-9.3	14.4	0.5	-0.6	10.7
Cc1c(/C=N\NC(=O)c2ccc(F)cc2)cnn1C	-11.2	95.0	-1.0	96.0	-9.8	-3.4	0.6	1.3	24.1
CCOCCCNC(=O)COC(=O)/C=C/c1ccc(S(=O)(=O)N2CCc3ccccc32)cc1	-3.5	99.0	-2.0	99.0	2.8	20.0	0.0	-0.5	-8.4
COc1ccc(C2C3=C(CC(c4ccco4)CC3=O)Nc3ccccc3N2C(C)=O)cc1 (configuration not stated)	-1.3	98.0	6.0	100.0	1.3	6.7	-0.1	-0.3	7.4
COc1cc(C(=O)Nc2nnc(CC(=O)N3CCOCC3)s2)cc(OC)c1OC	0.2	112.0	5.0	104.0	-0.1	17.3	0.3	0.8	-20.3

From PubChem
